FBPA Giardia inh: inhibitors of Giardia lamblia fructose-1,6-bisphosphate aldolase; 0.71% of 290,000 active; Potency, µM (titrated, usually from 59.6 µM), inactives show top-dose activity, negative = inhibition, usual class: inhibitors; purified Giardia FBPA; A8B2U2; note: potency is the fitted concentration of half-maximal effect; nearly all actives have a fitted effect of over 55% in size
Target sequence (A8B2U2 whole entry, looked up): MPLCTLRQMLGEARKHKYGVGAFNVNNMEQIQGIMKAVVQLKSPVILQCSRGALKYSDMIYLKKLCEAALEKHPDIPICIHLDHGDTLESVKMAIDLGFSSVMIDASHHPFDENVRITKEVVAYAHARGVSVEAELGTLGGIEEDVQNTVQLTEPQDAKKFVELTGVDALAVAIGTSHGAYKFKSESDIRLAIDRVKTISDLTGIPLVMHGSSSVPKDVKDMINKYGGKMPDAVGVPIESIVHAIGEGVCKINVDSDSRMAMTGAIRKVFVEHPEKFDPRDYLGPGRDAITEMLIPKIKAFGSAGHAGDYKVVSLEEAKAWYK
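40 nM FBPA preincubated 10 min at RT with compound (up to 57.5 uM final), then substrate plus GAPDH/TPI/NAD/arsenate coupling and diaphorase/resazurin added. Fluorescence read after 20 min at RT, 525/598 nm.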
HCMV inh: inhibitors of human cytomegalovirus. 4.5% of 410,000 active. AID 1259415. activity change, negative = inhibition, % at 57.5 µM. HFF cells, HCMV-luciferase reporter, 72 h; hits give low values; in the data active = activity change below about -60%; inconclusive = no clear call, values can overlap the other calls; inactive = above about -39%
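Two-dose cell screen: HFF monolayers treated with compounds and infected with luciferase-expressing HCMV at 1 PFU/cell, 72 h at 37C, then lysed for luciferase measurement.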
AmpC inh detg: blocks E. coli AmpC beta-lactamase in detergent assay. P00811. AmpC hydrolysis of nitrocefin, absorbance 480 nm, 0.01% Triton. 0.041% of 370,000 active. Potency, µM (series often up to 114 µM), inactives show top-dose activity change, negative = inhibition, hits mostly inhibitors;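 note: potency is the fitted concentration of half-maximal effect; 0% = no-compound wells and -100% = no-enzyme wells; nearly all actives have a fitted effect of over 25% in size; some results filed as inactive show a strong effect at the top dose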
Target sequence (P00811 whole entry, looked up): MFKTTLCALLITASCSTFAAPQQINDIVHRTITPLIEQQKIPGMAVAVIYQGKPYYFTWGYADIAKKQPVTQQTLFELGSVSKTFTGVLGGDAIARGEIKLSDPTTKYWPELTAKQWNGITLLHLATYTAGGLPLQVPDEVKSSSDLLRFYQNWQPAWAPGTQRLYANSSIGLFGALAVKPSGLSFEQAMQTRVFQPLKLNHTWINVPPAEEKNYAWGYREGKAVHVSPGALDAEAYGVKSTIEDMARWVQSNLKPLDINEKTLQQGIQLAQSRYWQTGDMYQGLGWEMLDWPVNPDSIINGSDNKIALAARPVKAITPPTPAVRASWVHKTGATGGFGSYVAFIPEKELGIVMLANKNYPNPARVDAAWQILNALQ
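20 mM phosphate pH 7.0 + 0.01% (detergent screen) or 0.0001% Triton X-100; 5.3 nM AmpC reagent; cpd preinc 15 min RT; nitrocefin (800 uM stock) to start; A480 q20 s × 4 min; Activity was normalised to no-enzyme and no-compound control wells.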
AmpC inh no detg: AmpC beta-lactamase inhibition without detergent | AmpC nitrocefin hydrolysis, absorbance 480 nm, 0.0001% Triton | Potency, µM (series often up to 57.1 µM), without a hit: top-dose activity change, negative = inhibition, actives largely listed as inhibitors | 0.52% of 330,000 active;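 note: potency is the fitted concentration of half-maximal effect; plate controls were no compound for no effect and no enzyme for full effect; nearly all actives have a fitted effect of over 20% in size; some results filed as inactive show a strong effect at the top dose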
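20 mM phosphate pH 7.0 + 0.01% (detergent screen) or 0.0001% Triton X-100; 5.3 nM AmpC reagent; cpd preinc 15 min RT; nitrocefin (800 uM stock) to start; A480 q20 s × 4 min; Activity was normalised to no-enzyme and no-compound control wells.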
AMA1-RON2 inh: disrupts binding of P. falciparum AMA1 to RON2; Potency, µM (titrated, usually from 58.2 µM), for inactives: top-dose activity change, negative = inhibition, most hits filed as inhibitors; 0.2% of 360,000 active; AlphaScreen AMA1-biotinylated RON2 peptide binding;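 note: potency is the fitted concentration of half-maximal effect; 0% = vehicle wells and -100% = peptide control; nearly all actives have a fitted effect of over 45% in size; some results filed as inactive show a strong effect at the top dose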
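AMA1 (3D7) with his tag at 25 nM final met compounds first, then biotinylated RON2 peptide at 25 nM; detection used donor plus acceptor beads, 10 µg/mL apiece, read by AlphaScreen after 30 min at room temperature.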
Sm TGR block: blocks Schistosoma mansoni thioredoxin glutathione reductase | Q962Y6 | purified TGR, DTNB reduction, TNB absorbance 405 nm | Potency, µM (doses to about 114 µM), inactives show at the top dose activity change, negative = inhibition, actives largely listed as inhibitors | 3% of 360,000 active | AID 485364; note: potency is the fitted concentration of half-maximal effect; nearly all actives have a fitted effect of over 60% in size
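TGR 20 nM + NADPH 100 uM (dispensed conc.), cpd preinc 15 min RT; start with NADPH (500 uM addition) then DTNB (15 mM addition). Kinetic TNB absorbance, 405 nm filter. Four-parameter Hill fit across titration.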
Starred values were filed as active, the others as inactive; ? = inconclusive; / = no result given; & = joins results of further samples; [ ] = dose if it differs, or a comment. Unless noted, calls come from the whole dose curve; as a rule, active = well fitted curve in the direction sought with a large enough effect; inconclusive = small, poorly fitted or top-dose-only effect, or another doubt; inactive = no such curve, though single readings can be large; an effect the other way counts as inactive or inconclusive. Unless noted, % is set by controls: 0 for no effect and ±100 for the full control effect.

SMILES | FBPA Giardia inh | HCMV inh | AmpC inh detg | AmpC inh no detg | AMA1-RON2 inh | Sm TGR block
CCOc1ccc(NC(=O)N2CCC(CN3CCC(C)CC3)CC2)cc1 | / | -7 | 0% | / | / | -5%
CCC(c1nnnn1Cc1cccs1)N1CCN(C2CCCC2)CC1 (stereo unspecified) | 2% | -13 | ? | 0% | -15% | -9%
CN1C2C(Br)CCCCN2c2ccc(F)cc2S1(=O)=O (stereo unspecified) | 3% | 4 | -10% | -15% | -10% | -19%
CNC(=O)c1c(Cl)cnn1-c1ccc(C)cc1 | 1% | -30 | 7% | -8% | -11% | 17%
c1ccc(-n2ncc3c2ncn2nc(CSc4nc5ccccc5s4)nc32)cc1 | 7% | -5 | -1% | -18% | -5% | -4%
Cc1ccc(NC(=O)COC(=O)CCc2nc3ccccc3n2-c2ccccc2)c(C)c1 | 8% | 31 | -16% | -12% | -4% | 1%
C/C=C\C=C/C(=O)Nc1cccc(C2=NOC3(C2)C[C@@H](C(N)=O)N(C(=O)c2ccccc2)C3)c1 (stereo partly specified) | -18% | / | -1% | 93%[activator] | / | 3.2µM*
CCOc1ccccc1CNS(=O)(=O)c1cc(-c2cc(C)no2)ccc1OC | 3% | -18 | -1% | 2% | -1% | 10%
CC[C@@H](C)[C@H](CN[C@H](CNC)[C@@H](C)O)NCCc1ccc(OC)cc1 | 24% | -35 | -5% | -5% | 125%[activator] | 7%
CCNCC(=O)N1c2ccccc2CCc2ccc(NC(=O)OCC)cc21 | -2% | / | -2% | 46% | 46%[activator] | 18%
COc1ccccc1C1=NC(c2ccc(F)cc2)N=C1C (stereo unspecified) | 0% | -14 | -6% | -10% | -8% | -2%
O=C(CN1C(=O)CCn2nc(-c3ccccc3)cc21)NCc1ccccc1 | / | 6 | 22% | / | / | 11%
Cc1c(C(=O)N2CCN(C)CC2)oc2c1C(=O)CC(C)(C)C2 | 3% | -5 | -10% | -10% | -7% | 0%
CCOC(=O)CSc1nc2c(c(=O)[nH]c(=O)n2C)n1CCCc1ccccc1 | 0% | 4 | ? | -6% | 0% | -10%
O=C(Nc1cc(Cl)cc(Cl)c1)c1ccc2c(c1)N(Cc1cccc(Cl)c1)C(=O)c1ccccc1S2=O (stereo unspecified) | / | 17 | 5% | / | / | 3%
CSc1nc2c(c(=O)[nH]c(=O)n2C)n1Cc1ccc(Cl)cc1 | -11% | 19 | ? | -23% | 1% | -3%
CC(=O)c1ccc(NC(=O)C2CCCN(S(=O)(=O)c3ccc4c(c3)CCCN4C(C)=O)C2)cc1 (stereo unspecified) | / | -23 | 2% | / | / | 1%
O=C(NCc1ccc2c(c1)OCO2)c1ccc2c(c1)N(Cc1c(F)cccc1Cl)C(=O)c1ccccc1S2 | / | -3 | 0% | / | / | 6%
Clc1cccc(CN2CCCCCC2)c1 | ? | 29 | ? | -12% | -9% | 104%[activator]
CC(NC(=S)NCCCN1CCOCC1)C1CC2CCC1C2 (stereo unspecified) | -2% | -2 | -4% | -21% | 0% | -1%
S=C(NCCc1ccccc1)N1CCn2cccc2C1c1cccnc1 (stereo unspecified) | -17% | -8 | -12% | -29% | -5% | -23%
NC(=O)CC(NC(=O)c1ccccc1)c1ccc(NCCN2CCCCC2)c([N+](=O)[O-])c1 (stereo unspecified) | 6% | -11 | -2% | -17% | 3% | 28%
CCOc1ccccc1NC(=O)CCCNC(=O)c1ccc(Cl)cc1 | -2% | -16 | 6% | 1% | -2% | 0%
O=C(NCCCN1CCN(c2ccccc2)CC1)c1ccc2nc(CCc3ccccc3)oc2c1 | / | ? | 12% | / | / | 3%
Cc1ccc2ccc(S(=O)(=O)n3nc(C)cc3C)cc2c1 | 7% | -33 | 0% | -6% | -7% | 0%
CCC(Sc1nnnn1C)C(=O)Nc1ccc(C(C)=O)cc1 (stereo unspecified) | 1% | 57 | 4% | -12% | -7% | -2%
C=CCn1c(NC)cc(=O)n(C)c1=O | 0% | 10 | 1% | -2% | 0% | 30%
CCOc1ccc(C(=O)OC2CC3CCC(C2)N3C)cc1 (stereo unspecified) | -7% | 36 | -3% | 21% | -2% | 14%
CCOc1ccc(CNS(=O)(=O)c2c(C(=O)N3CCC(C)CC3)c(C)n(C)c2C)cc1OC | / | 8 | -7% | / | / | -7%
CCCCN(CC)CCNC(=O)c1cn(-c2ccc(Cl)cc2)c(=O)c2ccccc12 | 14% | 11 | ? | 39% | -12% | -5%
O=C(NCCOc1ccccc1F)c1cc(F)c(F)cc1Cl | -2% | 26 | ? | -21% | 0% | -4%
COc1ccc(C=O)cc1Cn1ccnc1C | -11% | 3 | 7% | -29% | -6% | 187%[activator]
CC(=O)N1CCN(C(=O)c2cc(S(=O)(=O)NCc3ccccc3)ccc2C)CC1 | / | 3 | 4% | -6% | 10% | -43%
Cc1nc(C(=O)NCc2ccccc2)sc1C1(C)CC(c2ccccc2)=NO1 (stereo unspecified) | -4% | -22 | 6% | -30% | 2% | 9%
Cc1c(C(=O)Nc2ccccc2F)sc2ncn(CC(=O)N3CCCCC3)c(=O)c12 | -1% | -12 | -1% | 43% | 22% | -2%
CCOc1ccc(CCNC(=O)c2ccc3nc(CC)c(CC)nc3c2)cc1 | 8% | 13&-10 | -6%&-2% | 0% | 0% | -7%&1%
O=C(O)Cc1sc(-c2ccccc2)nc1-c1cccs1 | 20% | 56 | -10% | -32% | 0% | -26%
O=C(C1CCCN(S(=O)(=O)c2cccc3nonc23)C1)N1CCN(c2cccc(C(F)(F)F)c2)CC1 (stereo unspecified) | / | -15 | 9% | / | / | 1%
COc1ccc(C(=O)N(Cc2cccs2)C2CCS(=O)(=O)C2)cc1 (stereo unspecified) | -4% | -33 | -12% | -1% | -1% | 0%
CCNC(=O)CN(CCc1ccccc1)S(=O)(=O)c1ccc(OC)cc1 | 3% | 5 | -14% | 24% | -3% | -28%

Some of the entries above, set out differently.
SMILES	FBPA Giardia inh	HCMV inh	AmpC inh detg	AmpC inh no detg	AMA1-RON2 inh	Sm TGR block
S=C(NCCc1ccccc1)N1CCn2cccc2C1c1cccnc1 (stereo unspecified)	-17%	-8	-12%	-29%	-5%	-23%
NC(=O)CC(NC(=O)c1ccccc1)c1ccc(NCCN2CCCCC2)c([N+](=O)[O-])c1 (stereo unspecified)	6%	-11	-2%	-17%	3%	28%
CCOc1ccccc1NC(=O)CCCNC(=O)c1ccc(Cl)cc1	-2%	-16	6%	1%	-2%	0%
O=C(NCCCN1CCN(c2ccccc2)CC1)c1ccc2nc(CCc3ccccc3)oc2c1	/	?	12%	/	/	3%
Cc1ccc2ccc(S(=O)(=O)n3nc(C)cc3C)cc2c1	7%	-33	0%	-6%	-7%	0%
CCC(Sc1nnnn1C)C(=O)Nc1ccc(C(C)=O)cc1 (stereo unspecified)	1%	57	4%	-12%	-7%	-2%
C=CCn1c(NC)cc(=O)n(C)c1=O	0%	10	1%	-2%	0%	30%
CCOc1ccc(C(=O)OC2CC3CCC(C2)N3C)cc1 (stereo unspecified)	-7%	36	-3%	21%	-2%	14%
CCOc1ccc(CNS(=O)(=O)c2c(C(=O)N3CCC(C)CC3)c(C)n(C)c2C)cc1OC	/	8	-7%	/	/	-7%
CCCCN(CC)CCNC(=O)c1cn(-c2ccc(Cl)cc2)c(=O)c2ccccc12	14%	11	?	39%	-12%	-5%
O=C(NCCOc1ccccc1F)c1cc(F)c(F)cc1Cl	-2%	26	?	-21%	0%	-4%
COc1ccc(C=O)cc1Cn1ccnc1C	-11%	3	7%	-29%	-6%	187%[activator]
CC(=O)N1CCN(C(=O)c2cc(S(=O)(=O)NCc3ccccc3)ccc2C)CC1	/	3	4%	-6%	10%	-43%
Cc1nc(C(=O)NCc2ccccc2)sc1C1(C)CC(c2ccccc2)=NO1 (stereo unspecified)	-4%	-22	6%	-30%	2%	9%
Cc1c(C(=O)Nc2ccccc2F)sc2ncn(CC(=O)N3CCCCC3)c(=O)c12	-1%	-12	-1%	43%	22%	-2%
CCOc1ccc(CCNC(=O)c2ccc3nc(CC)c(CC)nc3c2)cc1	8%	13&-10	-6%&-2%	0%	0%	-7%&1%

(next part)
SMILES | FBPA Giardia inh | HCMV inh | AmpC inh detg | AmpC inh no detg | AMA1-RON2 inh | Sm TGR block
CCC1S/C(=N/N=C/c2ccco2)N(c2ccc(F)cc2)C1=O (stereo unspecified) | 3% | ? | ? | -13% | -3% | -2%
Cc1ccc(NC(=O)Cn2c(=O)n(Cc3nc(-c4ccccc4)no3)c(=O)c3ccccc32)c(C)c1 | / | 16 | -5% | / | / | -1%
Cc1oc(-c2ccc3ccccc3c2)nc1CN(C)C(C)c1ccncn1 (stereo unspecified) | -27% | -5 | 4% | -9% | 21% | 50µM*
Cc1ccc2c(NC(=O)C3CC3)cccc2n1 | -4% | -5 | -16% | -8% | 2% | 2%
O=C(N/N=C/CCc1ccccc1)c1ccccc1 | 3% | -8 | -7% | -19% | 81%[activator] | 14%
CCOC(=O)c1cc(CC)sc1NC(=O)c1cc(OCC)c(OCC)c(OCC)c1 | / | -1 | 2% | -18% | -6% | -16%
CC(C)(C)c1ccc(Oc2nc3ccccn3c(=O)c2/C=C(\C#N)c2nc3ccccc3s2)cc1 | / | 6 | 20% | / | / | 3.2µM*
Cc1cccc(OCc2n[nH]c(=S)o2)c1C | 1% | 10 | 8% | -21% | 4% | /
CCOc1ccc(-n2cc(C(=O)Nc3ccc(Cl)cn3)c3cc(OC)c(OC)cc3c2=O)cc1 | 2% | ? | -7% | 25% | -6% | 1%
COc1cc(C(=O)NNc2nc3cc4c(cc3s2)OCO4)cc(OC)c1OC | -1% | 24 | -8% | -54% | 83%[activator] | -22%
Oc1ccc(-c2cccc(-c3ccc(O)cc3)c2)cc1 | 9% | 83 | -13% | -40% | -2% | -9%
CCc1ccccc1NCc1nnc2n1CCCCC2 | / | 3 | 18% | / | / | 4%
COc1ccc(C(=O)NNC2CC(=O)N(Cc3ccccc3)C2=O)cc1OC (stereo unspecified) | 1% | -22 | -12% | 2% | -14% | -7%
O=C(Nc1cccc(C(F)(F)F)c1)Nc1ccc(N2CCCC2)c(S(=O)(=O)Nc2ccccc2Cl)c1 | -12% | -100* | -13% | -53% | -20% | -12%
CCOC(=O)C1CCN(C(=O)c2cc3cc4ccc(C)cc4nc3o2)CC1 | -7% | -12 | -1% | 70%[activator] | -5% | -11%
O=C(OCC(=O)c1cccs1)c1cccc(C(=O)OCC(=O)c2cccs2)n1 | 4% | 2 | -11% | -18% | 27% | 2%
